CDK5 p35 inh: inhibitors of human CDK5/p35 kinase. Q00535+Q15078. AID 488839. Recombinant CDK5/p35, ADP-Glo luminescence, 60 min. 330,000 compounds, 0.01% hits. inhibition, % at 10 µM;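 active = highest replicate inhibition of at least 50% and at least 75% of replicates reaching 50%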;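 also: plate controls were DMSO neutral control for no effect and GW8510 at 10 µM for full effect; many of its hits are not listed in these tables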
dFosB activator: activators of mouse delta FosB homodimer; P13346; purified delta FosB, TAMRA-CDK5 oligo fluorescence polarization; percent of positive-control signal above neutral wells; activation, % at 25 µM; 340,000 compounds, 0.99% hits; AID 493131;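 active = mean activation above about 17%, with every replicate also reaching it, limit read from the data, passing the limit was not always enough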;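 also: fluorescence polarization rise as delta FosB binds a TAMRA Cdk5 AP-1 oligo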
MITF TRPM1 HTS: activators of MITF-driven TRPM1 promoter activity in SK-MEL-5 cells; SK-MEL-5 TRPM1-promoter luciferase, 24 h; % of positive control, neutral wells = 0; activation, % at 12.5 µM; 300,000 compounds, 0.75% hits; AID 588334;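 active = mean activation of at least 80% with every replicate also reaching 80%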;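 also: 0% = neutral control wells and 100% = parthenolide positive control wells; values of inactives mirror those of a sister screen read the other way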
SR-BI DiI-HDL act: activators of SR-BI mediated HDL lipid uptake; CHO ldlA[mSR-BI] cells, DiI-HDL uptake fluorescence, 3 h; 100 = double the neutral-control signal; AID 504775; 320,000 compounds, 0.096% hits; activation, % at 12.5 µM;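 active = mean replicate activation of at least 60% and every replicate at or above 60%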;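 also: 0% = median plate neutral-control signal and 100% = twice that signal; values of inactives mirror those of a sister screen read the other way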
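Test system: SR-BI-overexpressing, LDLR-lacking CHO cells; Also added: labelled HDL, 10 µg/mL; Measured by: bottom-read cell fluorescence after medium removal, ex 550/em 595 nm; Timing: 3 h uptake period with compound, 37 °C; Buffer or medium: F12, 0.5% BSA, 25 mM HEPES; Doses: single compound concentration, delivered by pin transfer.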
Wnt act: activates Wnt/beta-catenin signaling in a reporter cell assay; activation, % at 9.35 µM; 300,000 compounds, 1.2% hits; activator, plate reader; in the data active = activation above about 30%, passing the limit was not always enough;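 also: 0% = neutral control wells and 100% = positive control wells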
Rtt109 Vps75: blocks Candida albicans Rtt109/Vps75 acetyltransferase activity; Q5AAJ8; AID 540336; 330,000 compounds, 0.16% hits; inhibition, % at 34.9 µM; purified Rtt109/Vps75, ThioGlo CoA-SH fluorescence, 4 h;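 active = inhibition of at least 50% in every replicate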
Target sequence (Q5AAJ8 whole entry, looked up): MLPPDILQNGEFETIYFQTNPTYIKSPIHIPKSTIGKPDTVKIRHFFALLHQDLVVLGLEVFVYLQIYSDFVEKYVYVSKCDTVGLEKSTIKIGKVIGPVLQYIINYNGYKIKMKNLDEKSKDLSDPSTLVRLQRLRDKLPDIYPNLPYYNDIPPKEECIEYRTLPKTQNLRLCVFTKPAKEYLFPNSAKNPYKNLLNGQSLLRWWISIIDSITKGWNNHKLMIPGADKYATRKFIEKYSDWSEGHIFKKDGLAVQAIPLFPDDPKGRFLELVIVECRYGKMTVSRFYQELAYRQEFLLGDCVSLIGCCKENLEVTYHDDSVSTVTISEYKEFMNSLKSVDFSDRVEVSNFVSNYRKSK
RTF Ca sens act: cardiac RTF calcium sensitization. P19429+P45379. IANBD-labeled TnC RTF fluorescence at EC20 calcium; 0% EC20 calcium, 100% full calcium. activation, % at 7.2 µM. 340,000 compounds, 0.24% hits. AID 493008;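 active = activation above the mean over all tested compounds plus 3 SD, cut at about 30% in these data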;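 also: rise in fluorescence read as greater calcium sensitivity of cardiac thin filaments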
HTR5A ag ctr: HTR5A agonism, opioid heterodimer counter-screen. P47898. HTR5A agonist assay, luminescence, cell-based. activation, % at 9.3 µM. 340,000 compounds, 0.61% hits. AID 504692; in the data active = activation mostly above about 9.5%, no sharp cut-off; inactive = mostly below about 7.6%;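 also: 0% = cells with vehicle only and 100% = reference agonist; strong numbers were not always called active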
SR-BI HDL uptake: inhibitors of mouse SR-BI mediated HDL lipid uptake | ldlA[mSR-BI] CHO cells, DiI-HDL uptake fluorescence, 3 h | inhibition, % at 12.5 µM | 320,000 compounds, 0.96% hits | AID 488896;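 active = mean replicate inhibition of at least 70% and a set share of replicates each scoring 70 or more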;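 also: 0% = median of neutral control wells and 100% = median of positive control wells; values of inactives mirror those of a sister screen read the other way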
Target sequence (Q61009 whole entry, looked up): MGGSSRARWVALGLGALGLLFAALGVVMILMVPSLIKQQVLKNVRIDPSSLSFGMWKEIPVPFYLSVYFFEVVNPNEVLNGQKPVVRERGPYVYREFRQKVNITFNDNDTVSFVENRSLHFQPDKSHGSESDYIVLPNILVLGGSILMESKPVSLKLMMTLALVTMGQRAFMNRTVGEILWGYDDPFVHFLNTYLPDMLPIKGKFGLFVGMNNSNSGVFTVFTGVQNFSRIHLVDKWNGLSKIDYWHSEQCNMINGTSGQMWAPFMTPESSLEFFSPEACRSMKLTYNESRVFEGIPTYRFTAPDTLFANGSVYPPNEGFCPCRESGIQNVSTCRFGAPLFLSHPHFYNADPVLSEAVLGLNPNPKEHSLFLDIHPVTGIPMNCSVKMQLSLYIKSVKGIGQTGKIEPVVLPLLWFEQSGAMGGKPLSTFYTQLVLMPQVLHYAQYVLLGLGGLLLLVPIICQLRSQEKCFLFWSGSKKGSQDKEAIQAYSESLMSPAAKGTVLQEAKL
PvdQ inh: P. aeruginosa PvdQ acylase inhibition. purified PvdQ acylase, fluorescence plate reader. inhibition, % at 10 µM. 340,000 compounds, 0.063% hits. AID 488965; in the data active = inhibition above about 30%, passing the limit was not always enough;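 also: 0% = vehicle neutral wells and 100% = reference inhibitor wells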
The depositor's hits bear a star; . = no result given; & = joins results of further samples.

Each structure is followed by: CDK5 p35 inh, dFosB activator, MITF TRPM1 HTS, SR-BI DiI-HDL act, Wnt act, Rtt109 Vps75, RTF Ca sens act, HTR5A ag ctr, SR-BI HDL uptake, PvdQ inh
> CCn1nnc(-c2ccccc2NC(=O)C(F)(F)F)n1
    0.5, 7, 16, 4, -2, ., -4, 3, -4, -3
> CCOc1cccc(CN2CCCC(CCC(=O)NCc3ccccc3F)C2)c1O (stereo unspecified)
    0.1, -3, 5, 3, -1, 1, -4, 0, -3, 1
> CCc1c(C)nc(N2CCOCC2)[nH]c1=O
    0.3, -3, ., 30, ., -4, 3, 1, -30, 2
> CC(CCCC(C)(C)O)NCc1cn[nH]c1-c1ccc2c(c1)OCO2 (stereo unspecified)
    1.5, 6, -1, 3, -1, -2, -5, 3, -3, 4
> Cn1cnnc1SCC(=O)N1CCc2ccccc21
    1.9, -4, ., 11, 9, 11, -2, -3, -11, -10
> Cc1nnsc1C(=O)NC(C)c1ccccc1 (stereo unspecified)
    -1.3, 1, 8, -12, -1, -7, 6, 7, 12, -8
> Cc1sc2ncnc(NCCCO)c2c1C
    2.3, 0, 25, 5, -2, -8, -4, 5, -5, 2
> O=C(N/N=C/c1ccc[nH]1)c1ccc(Cl)cc1
    -0.6, 2, 64, 14, -11, -5, 2, 1, -14, -4
> O=c1c(Cc2c(F)cccc2Cl)c(O)ccn1CCCn1ccnc1
    1.2, -5, -8, 15, -2, -2, 2, 4, -15, 6
> Cc1ccc(C)c(NC(=S)N2CCN(S(=O)(=O)c3ccccc3)CC2)c1
    -0.6, -8, -17, 19, -3, 6, 3, 1, -19, -3
> COc1ccc2oc(-c3ccco3)cc(=O)c2c1
    3.5, -34, 78, -3, 38*, 1, 4, -2, 13, -5
> Cn1cc(C(=O)NC2CCCCCC2)c(=O)c2cc(S(=O)(=O)N3CCCC3)ccc21
    0.6, -6, 3, 5, -5, 0, -7, 6, -5, 9
> CCNC(=O)Cc1c(OC)ccc2cc(Br)ccc12
    0.1, -2, -1, -11, ., 0, 4, 1, 11, -12
> COc1cccc(CN(Cc2cccnc2)S(=O)(=O)c2ccc(-n3cnnn3)c(C)c2)c1OC
    1.3, -6, 11, 6, -2, -2, 2, -4, -6, -9
> Cc1ccc(C(=O)C[n+]2ccc(Cc3ccccc3)cc2)cc1
    -0.3, -1, -7, -16, -1, 6, 7, -2, 16, -12
> CCCN1CCN(CCCNC(=O)c2ccccc2NC(=O)C2=C(C)OCCS2)CC1
    5.6, -4, 19, -2, -1, 10, -2, -1, 2, 10
> COc1ccc(C(C)=O)cc1COC(=O)Cc1cc(OC)c(OC)c(OC)c1
    -1.4, -13, -6, -19, -5, -1, -5, 2, 19, -9
> CCc1ccc(NC(=O)Nc2ccsc2C(=O)OC)cc1
    1.9, -8, 35, -14, 8, 8, -6, 7, 14, -13
> NC(=O)C1CCN(C(=O)c2ccc(NS(=O)(=O)c3ccc(Br)s3)cc2)CC1
    0.0, -2, 10, 17, -1, 12, 1, -4, -17, 4
> O=C(CN(C(=O)c1csnn1)c1cccc2ccccc12)NC1CCCC1
    0.6, 4, 2, -14, -5, -6, -3, -3, 14, -5
> Cc1sc2nc(C3CCCCC3)nc(SCC(=O)N3CC(=O)Nc4ccccc43)c2c1C
    0.4, -2, 23, 8, ., 7, 2, -5, -8, -15
> COc1ccc(CCC(=O)N(C)CC(=O)Nc2ccc(N3CCOCC3)cc2)cc1
    0.9, 6, -4, -5, -1, 0, -1, -3, 5, -3
> COc1ccc(C(=O)COC(=O)C(CCSC)NS(=O)(=O)c2ccc(Cl)cc2)cc1 (stereo unspecified)
    -1.0, -4, 1, -14, ., -2, -4, 5, 14, -1
> NC(=O)c1ccc(NC(=O)CS(=O)(=O)c2cn(CC(=O)N3CCCCC3)c3ccccc23)cc1
    0.3, 0, -1, -17, 0, -1, -7, 2, 17, -1
> CCOCC(=O)Nc1cccc(C(=O)OCC)c1
    0.6, -1, -4, -1, -6, -4, 1, 2, 1, -2
> Cc1cc(C)n(-c2nc3ccccc3nc2N2CCN(C(=O)c3ccc(Cl)cc3)CC2)n1
    -0.6, -16, -2, 8, -3, ., 0, -6, -8, -12
> CCOC(=O)C1CCCN(C(=O)c2cccc3ccccc23)C1 (stereo unspecified)
    -5.6, 2, -4, 2, -1, 0, -8, -4, -2, -12
> O=C(/C=C/c1cccc(Br)c1)NCC1CCCCC1
    0.5, -10, -11, -2, -3, -10, -2, -2, 2, -8
> CCOc1cc(/C=N/O)cc(Br)c1OCc1ccc(Cl)cc1
    1.0, 32*, 18, -31, -22, -2, 2, -4, 31, 1
> CN(Cc1ccccc1)c1nc(N)nc(Cl)c1C=O
    -0.9, -7, -4, 7, -4, -1, 14, 1, -7, -8
> CCc1ccc(NC(=O)C(C)OC(=O)c2ccc(N3CCCC3)c([N+](=O)[O-])c2)cc1 (stereo unspecified)
    -1.0, 0, -13, -45, -2, ., -3, 0, 45, 2
> CCCOc1ccc(/C=N/O)cc1
    0.7, 0, 22, 15, -1, -4, -6, 0, -15, 2
> Cc1ccc2c(CN(C)Cc3ccc(Cl)cc3)cc(=O)oc2c1
    -2.1, 1, 32, -3, 1, -2, -3, 0, 3, -11
> O=c1[nH]nc(Cc2ccccn2)c2ccccc12
    -0.1, -2, 9, -6, ., -11, 4, -1, 6, -12
> O=C(c1cc2ccccc2cc1OCC(O)CN1CCCCC1)N1CCCCC1 (stereo unspecified)
    0.4, -4, ., -10, 0, 3, -1, 4, 10, 4
> CN(C)CCCNc1cc(O)c2ncccc2c1
    1.8, 5, -54, -4, 6, 2, -5, 5, 4, 7
> COc1ccccc1C1C(C(=O)c2cc3ccccc3o2)=C(O)C(=O)N1CCN1CCOCC1 (stereo unspecified)
    -0.8, -1, -16, -1, 10, -1, -7, 1, 1, -3
> Cc1nn(-c2ccccc2)c(N2CCCC2)c1/C=N/NC(=O)c1cc(-c2cccnc2)nc2ccccc12
    0.2, -4, -13, -89, ., 7, 9, 4, 89*, 4
> COc1ccc(N=Nc2c(N)nn(C)c2N)cc1
    -4.9, -6, 55, -7, 9, 7, -1, 1, 7, -2
> Cc1c(C(C)(C)O)[nH]c2ccc(C(F)(F)F)cc12
    1.6, 8, 16, -4, -1, 14, 0, 1, 4, -10
> Cc1c(NC(=O)Nc2ccccc2Cl)sc(=S)n1C
    -0.8, 5, ., -4, -5, ., 0, -1, 4, -4
> COCCn1c(C)cc(C2=NNC(=Nc3ccc(F)cc3)SC2)c1C
    1.0, -21, 23, 9, 5, -2, 13, -1, -9, -5
> COc1ccc(C(=O)OCC(=O)N2CCCC2=O)c(OC)c1
    0.2, 0, 14, 13, -2, 1, 9, 6, -13, 6
> COc1ccccc1C(=O)NC(=S)Nc1ccc(NC(=O)c2ccco2)cc1
    -0.1, 7, 10, -53, 6, -12, 6, 11, 53, -8
> COc1ccc(NC(=O)COC(=O)C(NC(=O)c2ccc(C)cc2)C(C)C)cn1 (stereo unspecified)
    -2.1, -3, 2, -11, -5, 1, -1, -8, 11, -19
> C=CCc1ccccc1OCCOc1ccc([N+](=O)[O-])cc1/C=N/NC(N)=O
    0.3, -3, -1, -34, -9, -8, -6, 0, 34, 4
> CC(C)C(=O)Nc1cccc(NC(=O)c2cccc(Br)c2)c1
    1.6, -4, -9, -23, 7, -10, 7, 0, 23, -15
> Cc1nc2ccc(NC(=S)NC3CC3)cc2nc1C
    -1.2, 2, 5, 7, -2, -3, 4, 0, -7, -9
> CCOC(=O)c1cc2c(=O)n3cccc(C)c3nc2n(CC2CCCO2)c1=NC(C)=O (stereo unspecified)
    -0.2&-4.7, -12&3, 6&6, 20&3, -1, -1&2, 2&-1, 1&-7, -20&-3, -24&-14
> COc1cccc(CN(C)C(=O)c2ccc(S(=O)(=O)Nc3ccccc3F)cc2)c1OC
    0.9, -1, 4, -3, -3, 20, 1, 6, 3, 0
> CCc1ccccc1NC(=O)Cn1nc(C)n2cccc2c1=O
    2.0, -6, 7, 5, 0, 1, -6, 0, -5, -5
> C=CCNC(=O)COC(=O)COc1ccc(Cl)cc1
    -0.3, -1, 7, ., -1, -8, 1, -4, ., 7
> CC1CC(C)CN(C(=O)CCC(=O)Nc2nnc(C3CCCCC3)s2)C1 (stereo unspecified)
    -0.4, -18, -1, 19, -1, 11, -1, 1, -19, -3
> O=C(COc1ccc(C(=O)c2ccccc2)cc1)NC1CCCCC1
    2.0, -2, 10, 69*, -3, 3, 0, 3, -69, 1
> O=C(COC(=O)c1c(Cl)cccc1Cl)NCc1cccs1
    -2.9, -1, -1, -4, -1, 3, -4, -1, 4, -14
> CCC(NS(=O)(=O)c1ccc2c(c1)Cc1cc(S(=O)(=O)NC(CC)C(=O)O)ccc1-2)C(=O)O (stereo unspecified)
    1.8, 3, 0, 12, 0, -6, 0, 2, -12, -14
> Cc1noc(C)c1COc1ccccc1C(=O)NNC(=O)c1ccccc1F
    0.0, -3, -6, 12, -1, -13, 2, -2, -12, -1

Grouped by structure: those above with fluorine.
Each structure is followed by: CDK5 p35 inh, dFosB activator, MITF TRPM1 HTS, SR-BI DiI-HDL act, Wnt act, Rtt109 Vps75, RTF Ca sens act, HTR5A ag ctr, SR-BI HDL uptake, PvdQ inh
> CCn1nnc(-c2ccccc2NC(=O)C(F)(F)F)n1
    0.5, 7, 16, 4, -2, ., -4, 3, -4, -3
> CCOc1cccc(CN2CCCC(CCC(=O)NCc3ccccc3F)C2)c1O (stereo unspecified)
    0.1, -3, 5, 3, -1, 1, -4, 0, -3, 1
> O=c1c(Cc2c(F)cccc2Cl)c(O)ccn1CCCn1ccnc1
    1.2, -5, -8, 15, -2, -2, 2, 4, -15, 6
> Cc1c(C(C)(C)O)[nH]c2ccc(C(F)(F)F)cc12
    1.6, 8, 16, -4, -1, 14, 0, 1, 4, -10
> COCCn1c(C)cc(C2=NNC(=Nc3ccc(F)cc3)SC2)c1C
    1.0, -21, 23, 9, 5, -2, 13, -1, -9, -5
> COc1cccc(CN(C)C(=O)c2ccc(S(=O)(=O)Nc3ccccc3F)cc2)c1OC
    0.9, -1, 4, -3, -3, 20, 1, 6, 3, 0
> Cc1noc(C)c1COc1ccccc1C(=O)NNC(=O)c1ccccc1F
    0.0, -3, -6, 12, -1, -13, 2, -2, -12, -1

An unsorted share of the library. About 4.4% of those tested had a hit in this group.
